# From PubChem
# DNMT1 block: human DNMT1 methyltransferase inhibitors, primary screen, biochemical, molecular beacon, fluorescence, HinP1I cleavage, uHTS; 0.83% of 360,000 active; inhibition (reported as % activation of signal), % at 10 µM; AID 588458, 2011; in the data active = inhibition above about 50%
# Target sequence (P26358 504-1616 limits assumed): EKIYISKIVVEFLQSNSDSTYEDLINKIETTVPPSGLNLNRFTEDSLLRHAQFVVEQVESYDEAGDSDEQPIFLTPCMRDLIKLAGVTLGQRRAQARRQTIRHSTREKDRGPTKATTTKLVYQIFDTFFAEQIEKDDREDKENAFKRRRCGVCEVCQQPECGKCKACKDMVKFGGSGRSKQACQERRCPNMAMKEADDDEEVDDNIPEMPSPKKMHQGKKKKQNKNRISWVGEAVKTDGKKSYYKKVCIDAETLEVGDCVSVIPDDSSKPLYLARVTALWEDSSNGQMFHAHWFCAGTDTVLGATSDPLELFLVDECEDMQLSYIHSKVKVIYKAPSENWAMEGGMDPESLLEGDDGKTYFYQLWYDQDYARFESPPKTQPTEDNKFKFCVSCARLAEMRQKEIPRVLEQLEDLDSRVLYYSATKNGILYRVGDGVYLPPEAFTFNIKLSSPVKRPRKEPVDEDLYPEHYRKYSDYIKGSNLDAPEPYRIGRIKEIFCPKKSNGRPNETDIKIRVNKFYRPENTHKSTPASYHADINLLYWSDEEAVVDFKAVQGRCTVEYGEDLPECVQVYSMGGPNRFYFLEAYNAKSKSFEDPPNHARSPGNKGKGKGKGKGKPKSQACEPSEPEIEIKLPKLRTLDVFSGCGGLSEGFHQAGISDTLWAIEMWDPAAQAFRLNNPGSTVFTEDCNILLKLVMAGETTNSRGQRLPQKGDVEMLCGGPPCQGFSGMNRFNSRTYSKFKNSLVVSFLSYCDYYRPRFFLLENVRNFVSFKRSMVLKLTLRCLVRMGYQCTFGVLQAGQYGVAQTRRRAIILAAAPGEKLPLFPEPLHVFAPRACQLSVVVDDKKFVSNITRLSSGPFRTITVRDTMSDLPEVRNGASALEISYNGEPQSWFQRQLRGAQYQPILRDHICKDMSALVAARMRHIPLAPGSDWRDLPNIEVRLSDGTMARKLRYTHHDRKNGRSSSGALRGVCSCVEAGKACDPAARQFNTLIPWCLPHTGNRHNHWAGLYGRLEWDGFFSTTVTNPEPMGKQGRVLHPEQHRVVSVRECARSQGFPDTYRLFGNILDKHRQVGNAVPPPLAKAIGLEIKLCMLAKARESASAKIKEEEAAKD
# LMPTP block: LMPTP phosphatase inhibitors, primary screen, biochemical, fluorescence intensity, uHTS; Low molecular weight phosphotyrosine protein phosphatase (Homo sapiens), P24666; AID 651560, 2012; 0.22% of 360,000 active; recombinant LMPTP-A, OMFP fluorogenic substrate; inhibition, % at 20 µM;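 active = compounds that cut the enzyme signal by at least half of the control window in the single-dose screen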;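 also: plate controls were DMSO wells with enzyme plus substrate for no effect and substrate without enzyme for full effect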
#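 Test system: LMPTP-A phosphatase enzyme. Amount: LMPTP-A at 0.625 nM final in the reaction. Reagent: OMFP substrate, 400 µM final. Times: 50 min at room temperature. Signal: endpoint fluorescence intensity from OMFP dephosphorylation. Read-out basis: % inhibition. Benchmarks: no-enzyme and uninhibited controls.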
# Scp-1 inhibitor: Scp-1 phosphatase inhibitors, primary screen, biochemical, colorimetric, uHTS. Carboxy-terminal domain RNA polymerase II polypeptide A small phosphatase 1 (Homo …. Recombinant Scp1, phosphopeptide, malachite green phosphate absorbance. inhibition, % at 20 µM. 0.88% of 340,000 active;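 active = inhibition above about 50% at 20 µM, limit read from the data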;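 also: plate controls were DMSO wells with enzyme for no effect and wells lacking enzyme for full effect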
#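 System: truncated SCP-1 phosphatase (76-261aa); medium: Tris acetate buffer pH 5.5 with MgCl2 and Tween-20; incubation: 45 min room-temperature reaction, 5 min colour, 30 min stabiliser; compound: single 20 µM dose, 1% DMSO; reagent: Phosphorylated 17-residue peptide substrate; read-out: % inhibition at 20 µM; technique: colorimetric free-phosphate detection, absorbance 630 nm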
# SUMO1 PPI mod: modulators of SUMO1 protein-protein interactions, primary screen, biochemical, uHTS | Small ubiquitin-related modifier 1 (Homo sapiens), P63165 | 0.33% of 360,000 active | AID 602429, 2012 | SUMO1 binding to a labelled peptide, TR-FRET, 1 h | inhibition, % at 20 µM; in the data active = inhibition above about 37%
# STEP inh: STEP phosphatase inhibitors, primary screen, biochemical, fluorescence intensity, uHTS. inhibition, % at 20 µM. 0.25% of 360,000 active. recombinant STEP, OMFP fluorogenic substrate. Tyrosine-protein phosphatase non-receptor type 5 (Homo sapiens), P54829;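 active = inhibition at 20 µM, scaled per plate between control wells, above about 37%, limit read from the data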;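 also: 0% = DMSO with enzyme and substrate and 100% = substrate only without enzyme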
#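 Material: STEP (striatal-enriched tyrosine phosphatase) enzyme, cell-free | Medium: 50 mM Bis-Tris pH 6.0 with 2.5 mM DTT and 0.005% Tween 20 | Read-out: Percent inhibition scaled to no-enzyme and uninhibited-enzyme controls, plate-pattern corrected | Signal: Fluorescence read at 480 nm ex / 540 nm em | Times: 20 min reaction, room temperature, in the dark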
# SKN-1 inh: suppressors of acrylamide-induced Pgst-4::GFP reporter in worms, primary screen, SKN-1 inhibitor project, whole organism, uHTS, GFP/RFP fluorescence ratio, strain VP596 | 0.49% of 360,000 active | C. elegans VP596 Pgst-4::GFP/RFP ratio, 24 h | inhibition, % at 21.8 µM;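 active = interference check ratio from 0.5 to 1.5 plus GFP to RFP signal ratio inhibition reaching or exceeding a fixed threshold, cut at about 30% in these data, passing the limit was not always enough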; also: some compounds called inactive have numbers as strong as hits
# MT1-MMP act inh: blockers of MT1-MMP proenzyme processing, primary screen, HT1080 RFP-PRO-GFP cells, GFP/RFP fluorescence; Matrix metalloproteinase-14 (Homo sapiens), P50281; GFP/RFP ratio fluorescence, overnight; percent of plate control window, DMSO zero; GFP/RFP ratio change, % at 20 µM; 0.061% of 360,000 active; AID 651647, 2012;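 active = GFP/RFP ratio change of at least 30% with cell ATP level not reduced by more than half and red fluorescence within 50% of control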; also: strong numbers were not always called active
#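 system = RFP-PRO-GFP reporter HT1080 cells | dosing = 20 µM single dose, 1% DMSO | timing = overnight cell settling, then overnight compound exposure, 37 °C, 5% CO2 | read-out basis = GFP/RFP fluorescence ratio | controls = DMSO and RFP-L50D-GFP cell wells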
# Rpn11 inh: Rpn11 (PSMD14) deubiquitinase inhibitors, primary screen, biochemical, fluorescence polarization, uHTS. 26S proteasome non-ATPase regulatory subunit 14 (Homo sapiens), O00487. human 26S proteasome, Ub4-pepOG fluorescence polarization; 20S core pre-blocked with epoxomicin. calls only at 20 µM. 0.59% of 360,000 active;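 active = inhibition at 20 µM, scaled to each plate's controls, above about 33%, limit read from the data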
# NRP1-CendR mod: modulators of CendR peptide binding to NRP-1, primary screen, biochemical, fluorescence polarization, uHTS; inhibition, % at 25 µM; Neuropilin-1 (Homo sapiens), O14786; AID 602438, 2012; 0.85% of 360,000 active; FAM-RPARPAR peptide binding to NRP-1;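 active = inhibition or corrected inhibition above about 18%, plus a signal ratio from 0.5 to 1.5, limit read from the data, passing the limit was not always enough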; also: strong numbers were not always called active
# NadD block: inhibitors of S. aureus NadD, primary screen, biochemical, colorimetric, uHTS; Nicotinate-nucleotide adenylyltransferase NadD (Staphylococcus aureus N315); purified NadD enzyme, colorimetric absorbance read-out; inhibition, % at 20 µM; 0.78% of 360,000 active; AID 602399, 2012; in the data active = inhibition above about 26%; also: some compounds past the cut are filed as inactive
# * hit, by the source's call; i = inactive; . = not tested or not shown.
SMILES,DNMT1 block,LMPTP block,Scp-1 inhibitor,SUMO1 PPI mod,STEP inh,SKN-1 inh,MT1-MMP act inh,Rpn11 inh,NRP1-CendR mod,NadD block
CC1CN(Cc2cnc(Cl)s2)CC(C)O1 (stereo not given),0,-0.2,2,-4,-2,3,-5,i,1,7
COc1cnc(-c2ccccn2)nc1Oc1ccc(Cl)cc1,1,-0.9,0,-4,2,-22,-2,i,0,6
O=C(Nc1ccc[n+](CC(=O)c2cccc3ccccc23)c1)c1ccccc1,-5,2.1,13,-17,0,0,-2,i,4,8
CCn1c(O)c(C(C#N)=C2N=c3ccccc3=N2)c2ccccc21,4,0.8,3,-1,-1,10,0,i,-14,0
Cc1ccc(CN2CC(C(=O)Nc3ccccc3N3CCCC3)CC2=O)cc1 (stereo not given),-2,-9.0,-7,-15,-5,-2,7,i,-4,1
COc1cccc(OC)c1C(=O)Nc1sc2c(c1C(N)=O)CCN(Cc1ccccc1)C2,-7,-0.8,-9,-4,1,-11,-7,i,-27,1
CCOC(=O)c1c(-c2ccccc2Cl)csc1NC(=O)CSc1nc(C)cc(=O)[nH]1,5,1.6,-8,9,0,6,-1,i,-16,28*
CC1CN(C2=Nc3cccc4cccc2c34)CC(C)O1 (stereo not given),8,9.6,4,-17,2,-10,-9,i,4,-6
O[Si](CCCN1CCCCC1)(c1ccc(F)cc1)C1CCCCC1 (stereo not given),1,-1.4,-9,-10,-2,9,1,i,-3,-1
CCN1/C(=C2/SC(=S)N(C)C2=O)C=Cc2cc(C)ccc21,-2,1.6,4,-4,1,21,31*,i,-4,-1
O=C1CCCC(O)=C1C=NCCc1ccccc1,61*,-0.8,-6,-2,-12,17,2,i,2,-3
COc1ccc(-n2nnnc2SCC(=O)Nc2ccccc2N2CCOCC2)cc1,-4,-2.0,-1,0,-1,-4,1,i,-2,-3
Cc1ccc(C(=O)NC(C)c2ccccc2)cc1S(=O)(=O)N1CCOCC1 (stereo not given),1,0.0,3,-3,0,1,-2,i,-16,-5
COc1ccc(S(=O)(=O)N2CCN(C(=O)[C@@H]3CCCN3C(=O)c3cccs3)CC2)cc1,-3,-0.1,1,0,-1,3,6,i,9,-5
CCCCCN(C(=O)COC(=O)Cc1c(C)nc2ccccc2c1C)c1c(N)n(CCCC)c(=O)[nH]c1=O,-2,2.6,0,0,-8,5,-2,i,6,7
Cc1ccc(S(=O)(=O)Nc2ccc(Br)cc2/C=N/n2cnnc2)cc1,6,-1.5,7,0,-1,11,-7,i,-22,2
O=C(CN1C(=O)CCS(=O)(=O)c2ccccc21)NCc1ccc(F)cc1,0,-0.4,0,1,2,19,1,i,15,1
Cc1cc(C)nc(SCC(=O)N/N=C/c2cccn2-c2cccc(C(F)(F)F)c2)n1,-4,-0.3,13,-2,2,-4,-1,i,0,0
O=C(NCc1ccco1)c1ccc(-c2cccc(Cl)c2)o1,-1,-0.1,-7,-8,0,8,-1,i,-14,0
O=C(Cn1ncc2c([nH]c3ccccc32)c1=O)N1CCOCC1,-1,-1.7,-5,1,-2,9,2,i,1,-5
COc1ccc(S(=O)(=O)N2c3ccccc3OCC2CC(=O)O)cc1 (stereo not given),-1,-0.7,-4,4,0,20,0,i,11,-5
Cc1ccccc1OC1C(=O)N(Cc2ccc3c(c2)OCO3)C1c1sccc1C (stereo not given),2,3.5,-15,3,3,3,-20,i,2,3
Cc1ccc(CC(=O)Nc2cccnc2)cc1,-1,-0.8,-4,1,0,-11,-3,i,11,-3
CC1=NNC(=O)C1CC(=O)N/N=C(\C)c1cccs1 (stereo not given),5,1.9,-9,-4,2,-4,5,i,-10,-1
CC(C)(C)c1ccc(C(=O)Oc2ccccc2CCC(=O)O)cc1,2,1.2,5,-1,-3,1,3,i,10,-4

# Continuation:
SMILES,DNMT1 block,LMPTP block,Scp-1 inhibitor,SUMO1 PPI mod,STEP inh,SKN-1 inh,MT1-MMP act inh,Rpn11 inh,NRP1-CendR mod,NadD block
CCC(=O)N1CCc2cc(Br)c(S(=O)(=O)CCC(=O)NCCc3ccccc3)cc21,2,0.3,-4,-1,1,-5,2,i,0,1
Cc1cccc(NC(=O)c2cccc(C(=O)Nc3cccc(C)c3)c2)c1,5,1.3,-3,11,2,-15,0,i,-7,-6
CN(CCNC(=O)C1CCN(S(=O)(=O)c2cnc[nH]2)CC1)Cc1ccccc1,1,-2.1,-5,1,-1,-12,2,i,-5,-6
COc1ccc(C(=O)NC(C(=O)N2CCN(C/C=C/c3ccccc3)CC2)C(C)C)cc1 (stereo not given),7,-0.1,.,-3,0,5,3,i,5,1
COc1ccc(C(=O)C[n+]2cccc(C)c2C)cc1[N+](=O)[O-],3,0.0,-7,0,1,-17,-3,i,6,-3
O=C(O)c1sccc1S(=O)(=O)N1CCN(c2ccc(C(F)(F)F)cn2)CC1,5,0.2,-3,11,1,-2,-7,i,-1,1
O=C1CC[C@@H]2CC(N3CCN(c4ccccc4)CC3)C[C@@H]3CCN1[C@H]23 (stereo not given in full),5,-0.6,-8,-1,1,16,2,i,17,2
COC(=O)c1ccc(N2CCCCC2)c(NC(=O)c2ccco2)c1,-2,1.5,-1,6,3,-13,-3,i,-14,-7
CCOP(=O)(c1ccc(N(C)C)cc1)C(O)c1ccccc1 (stereo not given),-2,-0.8,-1,0,3,7,4,i,-2,-2
C=CCn1nnnc1SCC(=O)Nc1ccc(C(=O)OC)cc1,-3,0.0,-2,3,0,-12,1,i,1,-6
Cc1nc(C(F)(F)F)ccc1C(=O)N1CCCC(C(=O)O)CC1 (stereo not given),2,-0.3,.,0,-2,-12,-4,i,-9,3
O=C(NCCC1=CCCCC1)C1CCN(S(=O)(=O)c2ccc(-n3cnnn3)cc2)CC1,0,-0.7,-5,-3,-8,13,-6,i,5,-3
CCOc1ccccc1CNC(CC)CO (stereo not given),-1,-0.5,-3,0,0,-3,1,i,6,0
O=S1(=O)CC(N2CCCCC2)CN1Cc1cn(Cc2ccccc2)nn1 (stereo not given),.,-1.2,.,5,.,6,4,.,6,-2
CCN(CC)c1ccc(/C=N/NC(=O)Nc2ccccc2)cc1,-17,4.0,-1,-10,2,15,0,i,-3,-4
CCC(C)Sc1nnc(CSc2nc3nc(C)cc(C)n3n2)o1 (stereo not given),1,-0.6,-11,-3,2,17,4,i,-28,2
Cc1cnc(C(=O)Nc2ccc(-n3cnnn3)cc2)cn1,-2,-0.6,-5,-2,5,-17,-2,i,10,-7
Cc1ccc(C)c(NS(=O)(=O)c2cc(C(=O)Nc3ccccc3-c3ccccc3)ccc2Cl)c1,3,0.4,-1,-4,0,-3,10,i,-9,10
O=C(NCCCN1CCN(CCCNC(=O)c2cccc(Cl)c2)CC1)c1cccc(Cl)c1,-1,-1.3,-1,-2,-4,12,1,i,-7,-5
COCCCNC(CC(=O)Nc1cc(C)cc(C)c1)C(=O)O (stereo not given),-5,-1.6,11,-3,-1,-2,4,i,-6,-5
COC(=O)c1cc(NC(=O)c2cc(C)oc2C)cc(C(=O)OC)c1,-7,2.3,-8,-1,4,5,-1,i,-3,-2
COc1ccc(C(C)=O)cc1CC1(C)C(=O)Nc2ccc(-c3ccccc3OC)cc21 (stereo not given),0,3.6,.,-3,-1,2,-6,i,4,-4
COc1ccc(CC(NC(C)=O)C(=O)NC2CCN(c3nc(C)cc(C)c3C#N)CC2)c(OC)c1 (stereo not given),2,-0.2,-9,1,-2,-4,-5,i,-5,-1
COc1cc(OC)cc(C(=O)NNC(=S)NC2CC2)c1,-1,-1.0,-11,0,1,9,4,i,9,-6

# Reprinted from the listing, twelve compounds:
SMILES,DNMT1 block,LMPTP block,Scp-1 inhibitor,SUMO1 PPI mod,STEP inh,SKN-1 inh,MT1-MMP act inh,Rpn11 inh,NRP1-CendR mod,NadD block
CCC(=O)N1CCc2cc(Br)c(S(=O)(=O)CCC(=O)NCCc3ccccc3)cc21,2,0.3,-4,-1,1,-5,2,i,0,1
Cc1cccc(NC(=O)c2cccc(C(=O)Nc3cccc(C)c3)c2)c1,5,1.3,-3,11,2,-15,0,i,-7,-6
CN(CCNC(=O)C1CCN(S(=O)(=O)c2cnc[nH]2)CC1)Cc1ccccc1,1,-2.1,-5,1,-1,-12,2,i,-5,-6
COc1ccc(C(=O)NC(C(=O)N2CCN(C/C=C/c3ccccc3)CC2)C(C)C)cc1 (stereo not given),7,-0.1,.,-3,0,5,3,i,5,1
COc1ccc(C(=O)C[n+]2cccc(C)c2C)cc1[N+](=O)[O-],3,0.0,-7,0,1,-17,-3,i,6,-3
O=C(O)c1sccc1S(=O)(=O)N1CCN(c2ccc(C(F)(F)F)cn2)CC1,5,0.2,-3,11,1,-2,-7,i,-1,1
O=C1CC[C@@H]2CC(N3CCN(c4ccccc4)CC3)C[C@@H]3CCN1[C@H]23 (stereo not given in full),5,-0.6,-8,-1,1,16,2,i,17,2
COC(=O)c1ccc(N2CCCCC2)c(NC(=O)c2ccco2)c1,-2,1.5,-1,6,3,-13,-3,i,-14,-7
CCOP(=O)(c1ccc(N(C)C)cc1)C(O)c1ccccc1 (stereo not given),-2,-0.8,-1,0,3,7,4,i,-2,-2
C=CCn1nnnc1SCC(=O)Nc1ccc(C(=O)OC)cc1,-3,0.0,-2,3,0,-12,1,i,1,-6
Cc1nc(C(F)(F)F)ccc1C(=O)N1CCCC(C(=O)O)CC1 (stereo not given),2,-0.3,.,0,-2,-12,-4,i,-9,3
O=C(NCCC1=CCCCC1)C1CCN(S(=O)(=O)c2ccc(-n3cnnn3)cc2)CC1,0,-0.7,-5,-3,-8,13,-6,i,5,-3
